OX1R antag-1 = blocks the human orexin 1 receptor; inhibition, % at 6.6 µM; AID 485270; O43613; OX1R-expressing cells, FRET antagonist read-out; 1.8% of 330,000 active; in the data active = inhibition mostly above about 38%, no sharp cut-off; inactive = mostly below about 40%;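 also: 0% = agonist challenge alone and 100% = reference antagonist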
Target sequence (O43613 whole entry, looked up): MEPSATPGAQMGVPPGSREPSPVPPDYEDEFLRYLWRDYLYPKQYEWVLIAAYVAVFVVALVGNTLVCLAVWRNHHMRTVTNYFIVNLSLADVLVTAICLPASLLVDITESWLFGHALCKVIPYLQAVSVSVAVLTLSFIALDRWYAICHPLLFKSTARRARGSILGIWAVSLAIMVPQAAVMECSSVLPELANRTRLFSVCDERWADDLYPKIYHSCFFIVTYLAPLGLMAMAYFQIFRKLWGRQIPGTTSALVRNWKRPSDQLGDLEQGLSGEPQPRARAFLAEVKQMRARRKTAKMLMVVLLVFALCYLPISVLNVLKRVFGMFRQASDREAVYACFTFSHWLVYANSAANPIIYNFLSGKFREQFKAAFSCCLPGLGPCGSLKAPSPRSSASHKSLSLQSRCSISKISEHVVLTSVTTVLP
OX1R antag-2 = antagonists of human orexin 1 receptor. O43613. CHO/OX1R cells, Fluo-8 calcium fluorescence, orexin A. inhibition, % at 5 µM. 0.43% of 330,000 active. AID 434989;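 active = inhibition above its plate's threshold, mean inhibition of all tested compounds on the plate plus 3 SD, cut at about 37% in these data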;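 also: 0% = orexin A challenge wells and 100% = SB-334867-A antagonist wells; not every result past the cut was called active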
STK33 kinase inh = blocks human STK33 kinase activity; AID 2661; inhibition, % at 10 µM; 0.073% of 320,000 active; purified STK33, MBP phosphorylation, ADP-Glo luminescence; Q9BYT3;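 active = inhibition at or above 25%, using the most active replicate where run in duplicate; inactive = inhibition below 25%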
Target sequence (Q9BYT3 whole entry, looked up): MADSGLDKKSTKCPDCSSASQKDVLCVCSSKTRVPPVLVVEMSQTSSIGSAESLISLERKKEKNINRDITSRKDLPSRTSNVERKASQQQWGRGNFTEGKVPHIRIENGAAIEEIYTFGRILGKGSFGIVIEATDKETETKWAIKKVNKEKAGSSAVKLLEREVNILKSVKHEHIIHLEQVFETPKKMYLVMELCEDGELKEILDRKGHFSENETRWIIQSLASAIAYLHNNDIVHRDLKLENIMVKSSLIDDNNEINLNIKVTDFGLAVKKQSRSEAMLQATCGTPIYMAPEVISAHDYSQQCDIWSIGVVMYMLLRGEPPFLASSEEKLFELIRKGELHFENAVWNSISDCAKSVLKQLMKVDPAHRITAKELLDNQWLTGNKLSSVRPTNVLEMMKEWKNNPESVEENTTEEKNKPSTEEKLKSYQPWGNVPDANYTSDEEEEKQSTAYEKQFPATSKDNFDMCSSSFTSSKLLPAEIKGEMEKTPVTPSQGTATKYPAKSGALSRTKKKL
Active calls of the source: *; . = no result given.

#	molecule	OX1R antag-1	OX1R antag-2	STK33 kinase inh
1	CC(=O)Nc1ccc(NC(=O)Cc2ccc(-c3ccccc3)cc2)cc1	7	0	0.3
2	CCC1CCCCN1C(=S)NC(=O)c1ccc(F)c(S(=O)(=O)N2CCOCC2)c1 (configuration not stated)	0	-31	-0.2
3	Cc1ccc(C(=O)OC/C(O)=C(\C#N)c2nc3ccccc3[nH]2)cc1S(=O)(=O)N1CCOCC1	19	14	.
4	Clc1ccccc1CSC1=NCCCN1	-3	-8	-1.0
5	Cc1ccccc1C(=O)NC(CC(C)C)C(=O)OCc1cc(=O)n2cc(Br)ccc2n1 (configuration not stated)	26	-11	-1.0
6	Cc1cc(C)n2nc(SCC(=O)NC3CCCC(C)C3C)nc2n1 (configuration not stated)	14	-11	-2.1
7	COc1ccc(C(=O)C2CCCN(Cc3cnc(N4CCCC4)s3)C2)cc1OC (configuration not stated)	5	-8	-1.5
8	CC(=O)C1=C(O)C(=O)N(c2ccc(S(N)(=O)=O)cc2)C1c1ccccc1F (configuration not stated)	24	2	4.4
9	CCOc1ccc(NC(=O)COc2ccc(C(=O)NC3CCCc4ccccc43)cc2OC)cc1 (configuration not stated)	8	-21	-0.4
10	O=C(COC(=O)c1ccccc1Nc1ccccc1F)c1ccccc1	14	-10	-2.2
11	CCCCOC(=O)c1ccc(NC(=O)/C=C/c2cccs2)cc1	57	13	0.0
12	Cc1noc(C)c1C(=O)Nc1nc2ccc(Cl)cc2s1	18	-15	-2.9
13	CCN(CC(=O)Nc1ccc(C(=O)Nc2ccc(OC)cc2)cc1)Cc1nc2ccccc2c(=O)[nH]1	12	-9	-0.2
14	Cc1cc(N2CCN(C)CC2)nc2ccc(NC(=O)CCC(=O)N3CCN(c4ccc([N+](=O)[O-])cc4)CC3)cc12	29	-4	-0.5
15	CC1(C)Cc2cccc(OCC(=O)N3CCN(c4ccc(F)cc4)CC3)c2O1	4	-34	.
16	Cc1cc(C(=O)NN=C(CCC(=O)O)c2cccs2)c(C)o1	10	11	-0.9
17	O=C(C[n+]1ccccc1)Nc1ccc(Oc2ccccc2)cc1	21	-12	-1.1
18	Cc1oc(-c2ccccc2)nc1CS(=O)CC(=O)NC1CCCCCC1 (configuration not stated)	10	-15	0.0
19	CCCCOc1ccc(C(=O)N2CCCC2)cc1	14	-27	-1.1
20	Brc1c(CSc2nc3ccccc3o2)nc2ncccn12	42	-27	4.8
21	Cc1cccc(NC(=O)c2ccc(S(=O)(=O)N3CC(C)OC(C)C3)cc2)n1 (configuration not stated)	16	-18	-1.3
22	O=[N+]([O-])c1ccc(/C=N/n2c(-c3cccnc3)n[nH]c2=S)cc1	9	-10	0.3
23	O=C(CN1CCOCC1)Nc1ccccc1Cl	13	-5	-1.3
24	CN(C)C(=O)c1c2c(nc3ccccc13)-c1ccccc1CC2	5	-32	0.2
25	CCCN(CCC)c1nc(Cl)nc(NCCN2CCOCC2)n1	10	-24	-2.0
26	C=CCn1c(COc2ccc(F)cc2)nnc1SCC(=O)NC1CCCC1	1	-26	0.5
27	Nc1scc(-c2ccncc2)c1Cl	22	-27	1.1
28	CC(C)(C)OC(=O)N1CCC(C(=O)N2CCCCCC2)CC1	1	-4	-1.1
29	O=C(Nc1ccc(N2CCCCC2)c(C(=O)O)c1)c1ccco1	14	3	0.2
30	Cc1ccccc1CN(C)CCc1ccccn1	10	0	0.3
31	CC1CCN(S(=O)(=O)N2CCC(C(=O)NC3CCCC3)CC2)CC1	26	-19	-1.1
32	Cc1ccc(S(=O)(=O)NC(=O)Nc2ccc(OC(F)F)cc2)cc1	8	-9	-4.1
33	COc1ccc(-n2cnc3cc(NS(=O)(=O)c4ccccc4)ccc32)cc1	29	-16	1.2
34	COc1ccc(C2CC(c3cccc(C)c3)n3ncnc3N2)cc1 (configuration not stated)	6	3	-0.8
35	O=C1C=C(c2ccc3[nH]ccc3c2)C[C@@H](c2ccc(F)cc2)C1	2	-20	-0.8
36	CC(C)C(NC(=O)c1ccccc1F)C(=O)NCCc1ccccn1 (configuration not stated)	11	-14	-0.9
37	O=C(NCCc1ccccc1)C1=CCN(S(=O)(=O)c2ccccc2)CC1	6	-14	0.1
38	CCOC(=O)c1ccccc1OC(=O)CS(=O)c1ccccc1[N+](=O)[O-] (configuration not stated)	68	-22	-0.2
39	Cn1c(=O)c2c(ncn2CC(=O)Nc2cccc(S(=O)(=O)Nc3ccccc3F)c2)n(C)c1=O	6	-9	2.9
40	O=C(NCCCn1ccnc1)/C(=C\c1ccc(Br)cc1)NC(=O)c1ccccc1	1	-15	-2.1
41	C=CCC[C@H](Cc1ccc(F)cc1)C(=O)OC[C@H](C)NC(=O)[C@@H](CC=C)CC(=O)N[C@H](CO)Cc1ccccc1	18	12	1.1
42	CCn1c(=O)c2sccc2n2c(CCCC(=O)NC3CCN(Cc4ccccc4)CC3)nnc12	16	-23	-1.0
43	COC(CNC(=O)c1cc(-c2ccncc2)nc2ccc(S(=O)(=O)N3CCOCC3)cc12)OC	36	-18	0.3
44	CSc1ccc(CCNC(=O)c2ccc(CS(=O)Cc3ccc(Cl)cc3)o2)cc1 (configuration not stated)	21	-12	0.1
45	O=C(O)c1ccc(NC(=O)c2cn(-c3ccccc3)nc2-c2ccccc2)cc1	18	-15	-0.6
46	COc1ccc(/C=N/NC(=O)c2c(C)nnn2-c2nonc2N)cc1OC	10	-12	1.3
47	Fc1ccc(Br)cc1C1C=C(c2ccc(Br)s2)Nc2ncnn21 (configuration not stated)	10	-12	-0.2
48	O=C(COC(=O)C1CC1)Nc1ccc(S(=O)(=O)N2CCOCC2)cc1	4	16	-1.4
49	c1csc(-c2csc3nc(CN4CCOCC4)nc(NCc4ccc5c(c4)OCO5)c23)c1	19	-19	-0.8
50	Cc1cc2sc3nc(=O)n(-c4ccccc4)c(=O)n3c2cc1C	28	-2	-0.6
51	COc1ccc(C(=O)NNC(=O)C(=O)NC2CCCCC2)cc1	27	-9	0.5
52	CNC(=O)C(=O)Nc1c(C)cc(C)cc1C	4	-7	-0.9
53	CN(C)CCCN(C(=O)c1ccc(S(=O)(=O)N2CCc3ccccc32)cc1)c1nc2c(Cl)cccc2s1	30	-20	0.5
54	CC(=O)Nc1ccc(S(=O)(=O)NNC(=O)c2ccc(C)cc2)cc1	20	-17	0.1
55	CC(C)[C@H](NC(=O)N1CCn2c1nc1ccccc12)C(=O)NCCc1ccccc1	37	9	-0.8
56	Cc1nn(Cc2ccccc2Cl)c(C)c1NC(=O)Cn1nc([N+](=O)[O-])c(Cl)c1C	-5	5	-3.5
57	CCc1cc2cc(C)c(C)cc2nc1SCC(=O)NNC(=O)c1ccco1	27	-21	0.7
58	CCCCN(C(=O)c1ccc2c(c1)OCCO2)c1c(N)n(CCCC)c(=O)[nH]c1=O	19	-5	-1.3
59	CN(Cc1ccccc1)C(=O)COC(=O)C1CCN(S(=O)(=O)c2cccs2)CC1	5	-10	-1.0
60	CCOC(=O)c1cc2c(=O)n3cccc(C)c3nc2n(CCOC)c1=NC(C)=O	19	-20	-1.0

Other entries.
#	molecule	OX1R antag-1	OX1R antag-2	STK33 kinase inh
61	C[C@@H](NC(=O)c1nc[nH]c1C(=O)N[C@@H](Cc1ccccc1)C(=O)OCc1ccccc1)c1ccccc1	23	4	-1.4
62	CC(C)CCN(CCC(C)C)C(CO)(CO)CO	7	-13	1.3
63	COC(=O)c1ccc(NC(=O)C2CCCN2S(=O)(=O)c2ccc(OC)cc2)cc1 (configuration not stated)	-6	-17	-1.1
64	Cc1ccccc1-c1ccccc1N	7	-18	-1.0
65	Cc1ccc(CN2CCN(/N=C/c3ccc(C)s3)CC2)cc1	14	-5	.
66	COc1cc(CNCCc2ccccc2)cc(Cl)c1OCc1ccccc1	5	-17	-0.2
67	O=C(NCc1n[nH]c(=S)n1-c1cccc(Cl)c1)c1ccc(S(=O)(=O)N2CCCCC2)cc1	9	-37	0.9
68	CCCCn1c(N)c(N(CCOC)C(=O)c2cc(-c3ccco3)nc3ccccc23)c(=O)[nH]c1=O	6	-5	0.1
69	COc1ccc(-c2cnnc(N/N=C/c3ccc(O)cc3)n2)cc1	22	-39	0.3
70	c1ccc(COc2cccc(CNCc3ccccn3)c2)cc1	8	-32	-0.6
71	CC(=O)Nc1nc(NCc2ccccc2Cl)n(-c2ccccc2)n1	4	-22	-0.2
72	CCN1CCN(CC(O)COc2ccc(C(C)=O)cc2)CC1 (configuration not stated)	3	10	-0.4
73	Cc1c(C(=O)N2CCCCC2)nn(-c2ccc(Cl)cc2)c(=O)c1C#N	61*	-23	-1.9
74	CN1CCc2nc(SCCOc3ccccc3)c(C#N)cc2C1	32	-1	-0.9
75	CC(C)Cn1nc(NC(=O)c2ccco2)c2cc3ccccc3nc21	9	-35	0.4
76	CCCc1cc(=O)oc2cc(OCC(=O)Nc3cc(C)on3)ccc12	9	-15	-0.8
77	CS(=O)(=O)NCC(c1cccnc1)N1CCN(c2ccccc2F)CC1 (configuration not stated)	7	-19	0.1
78	Cc1c(Cl)cccc1NC(=O)CC(Cc1ccccc1)C(=O)O (configuration not stated)	13	-1	-0.6
79	N#CC(C#N)=C(Nc1ccc(F)cc1)SCc1cccc(F)c1	71*	9	0.5
80	O=c1[nH]nc(Sc2ncnc3sccc23)n1CCc1ccccc1	10	-12	-0.3
81	COc1ccc2nc(NC(=O)CSc3n[nH]c(N)n3)sc2c1	13	0	15
82	CCN(CC(=O)NCc1cccs1)C(=O)CCC(=O)c1ccc(F)cc1	19	-13	0.1
83	CC(C)C(=O)Nc1nnc(SCC(=O)NCC2CCCO2)s1 (configuration not stated)	6	-14	-1.1
84	Cc1ccccc1N1CCN(S(=O)(=O)c2nnc(NC(=O)CC(C)C)s2)CC1	-2	-21	-0.5
85	COC(=O)c1ccc(CNC(=O)COC(=O)C23CC4CC(CC(C4)C2)C3)cc1	12	-12	-1.0
86	COCC(=O)Nc1ccc(S(=O)(=O)Nc2nccs2)cc1	12	-2	0.3
87	O=C(NCCc1ccc(Cl)cc1)C1CC(=O)N(C2CCCC2)C1 (configuration not stated)	3	-17	-0.9
88	O=C(O)/C=C/c1ccc(S(=O)(=O)NCc2cccnc2)cc1	21	6	-1.9
89	CC(C)NC(=O)c1cnc(Sc2ncc(C(F)(F)F)cc2Cl)n1C	18	-28	-1.6
90	CCC(=O)Nc1ccc2nc(C)n(CC(=O)Nc3ccccc3)c(=O)c2c1	19	2	-1.2
91	O=C(Cn1cccc1C(=O)c1ccccc1)NCc1ccccc1	21	-19	-1.4
92	CC(C)CC(NC(=O)CNC(=O)C1O[C@@H]2OC(C)(C)O[C@@H]2[C@H]2OC(C)(C)O[C@@H]12)C(=O)O (some centres not stated)	7	5	-0.5
93	O=C(CN1C(=O)c2ccccc2S1(=O)=O)NC1CCCC1	15	-16	0.3
94	COc1ccc(C(=O)COC(=O)c2ccc3c(c2)NC(=O)CS3)c(OC)c1	19	-9	.
95	O=C(Cc1cccs1)NCc1ccccc1	1	10	-0.8
96	CCOc1ccccc1NC(=O)NCc1ccc(F)cc1	34	-7	0.4
97	Cc1sc2nc3c(C(=O)N4CCCC4)cc(C(=O)c4ccccc4O)cn3c(=O)c2c1C	13	-25	-1.2
98	Cc1nc2ncnn2c(C)c1Cc1cccc(F)c1	8	-14	.
99	COC(=O)CNC(=O)COC(=O)c1cc(F)c(F)cc1Cl	10	-16	0.6
100	CC(=O)c1cccc(NC(=O)COc2cc3oc(=O)c(CC(C)O)c(C)c3cc2Cl)c1 (configuration not stated)	24	-28	-0.3
101	Cc1cccnc1NC(=O)C(C)N1C(=O)c2ccccc2C1=O (configuration not stated)	1	0	-3.8
102	COc1ccc(NC(=O)CSCC(=O)N2c3ccccc3CCc3ccccc32)cc1	15	-34	0.9
103	Cc1[nH][nH]c(=O)c1N=Nc1ccccc1C#N	32	-18	2.1
104	O=C(Nc1ccccc1F)C1CCCN1S(=O)(=O)c1cccc2nsnc12 (configuration not stated)	68*	9	-1.8
105	Cc1ccc(C2NC(=O)c3ccccc3O2)cc1 (configuration not stated)	5	-9	-5.0
106	O=c1cc(NC2CCCCC2)c2ccccc2o1	14	-8	1.2
107	O=C(c1ccncc1)N1CCN(S(=O)(=O)c2cc(C(F)(F)F)cc(C(F)(F)F)c2)CC1	20	-13	-0.7
108	O=C(c1ccco1)N1CCN(Cc2cc(=O)c(OCc3ccccc3F)co2)CC1	32	-3	0.8
109	O=C(c1ccco1)c1cn(CC(=O)N2CCCCC2)c2ccccc12	8	-24	0.9
110	CC(C)(C)c1ccc(C(=O)CSc2ncn[nH]2)cc1	17	-3	2.1
111	COc1cccc(-c2nc(C(N)=O)c3[nH]c(=O)n(-c4ccccc4)c3n2)c1OC	7	-11	0.1

2 entries from above, with values ahead of the structure.
nr	OX1R antag-1	OX1R antag-2	STK33 kinase inh	canonical_smiles
95	1	10	-0.8	O=C(Cc1cccs1)NCc1ccccc1
96	34	-7	0.4	CCOc1ccccc1NC(=O)NCc1ccc(F)cc1

Whole records as entered above:
`O=[N+]([O-])c1ccc(/C=N/n2c(-c3cccnc3)n[nH]c2=S)cc1` reads OX1R antag-1: 9; OX1R antag-2: -10; STK33 kinase inh: 0.3
`COc1ccc(/C=N/NC(=O)c2c(C)nnn2-c2nonc2N)cc1OC` reads OX1R antag-1: 10; OX1R antag-2: -12; STK33 kinase inh: 1.3
`CC(C)CCN(CCC(C)C)C(CO)(CO)CO` reads OX1R antag-1: 7; OX1R antag-2: -13; STK33 kinase inh: 1.3

From PubChem BioAssay
